TRAIL sens C8 – sensitizes caspase-8 expressing cells to TRAIL | NB7+C8 cells + TRAIL, ATPlite viability luminescence | inhibition (viability loss, TRAIL sensitization), % at 10 µM | actives 1% (n = 360,000);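 active = compounds causing at least 50% loss of cell viability in the single-dose screen, relative to plate controls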
KKLEB tox – reduces viability of KKLEB cystic fibrosis airway cells; activity change (cytotoxicity), % at 5 µM; KKLEB CF airway cells viability, ATPlite luminescence, overnight; active compounds read low; cells stimulated with P. aeruginosa culture filtrate; AID 602141; actives 0.36% (n = 360,000);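 active = corrected activity change at or below -50% at 5 µM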
MITF TRPM1 inh – reduces MITF-dependent TRPM1 promoter luciferase signal; SK-MEL-5 TRPM1 promoter luciferase, 24 h; inhibition, % at 12.5 µM; actives 0.83% (n = 330,000);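 active = mean inhibition across replicates of 60% or more, whatever share of single replicates reaches that level; inconclusive = some that reach 60%, reason not given; inactive = mean inhibition across replicates below 60%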; note: values of inactives mirror those of a sister screen read the other way
NR2E3 ag-1 – NR2E3 (human) agonism. GST-NR2E3/biotin-RetCOR TR-FRET, 1536-well. inhibition of corepressor binding, % at 4.78 µM. AID 2300. actives 0.12% (n = 320,000). Q9Y5X4;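 active = percent inhibition above the cutoff of mean plus 3 SD of all tested compounds, set per screening campaign, cut at about 20% in these data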;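 note: 0% = DMSO wells and 100% = biotin wells as full block of FRET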
Target sequence (Q9Y5X4 whole entry, looked up): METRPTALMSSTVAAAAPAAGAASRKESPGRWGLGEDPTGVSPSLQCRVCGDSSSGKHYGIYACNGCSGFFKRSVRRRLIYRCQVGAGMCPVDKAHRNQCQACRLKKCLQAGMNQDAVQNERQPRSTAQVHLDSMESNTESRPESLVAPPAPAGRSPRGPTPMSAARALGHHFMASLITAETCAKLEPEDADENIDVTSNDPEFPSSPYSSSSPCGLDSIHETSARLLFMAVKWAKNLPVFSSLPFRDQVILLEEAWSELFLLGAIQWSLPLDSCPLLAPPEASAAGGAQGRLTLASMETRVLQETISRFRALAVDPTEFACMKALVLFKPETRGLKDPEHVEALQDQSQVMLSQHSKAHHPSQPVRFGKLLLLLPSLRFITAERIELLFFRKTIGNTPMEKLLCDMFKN
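Material: NR2E3–RetCOR corepressor complex / Amount: 1.35 nM GST-NR2E3 / Medium: Tris pH 7.5 / Compound: single nominal compound dose of 4.8 µM / Incubation: 5 h at 4 °C / Technique: TR-FRET, Eu(K)-anti-GST donor, streptavidin-D2 acceptor, ex 340, em 617/671 nm / Read-out basis: percent loss of FRET ratio relative to control wells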
Shn3 inh set2 – reduces Shn3 3'UTR luciferase signal in osteoblasts; Clone20 osteoblast Shn3 3'UTR firefly luciferase, 24 h; inhibition, % at 12.5 µM; actives 0.52% (n = 360,000);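 active = mean inhibition of at least 75% with every replicate also reaching 75%; inconclusive = mean inhibition at least 75% but some replicate below; inactive = mean inhibition below 75%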;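 note: 0% = median of neutral control wells and 100% = pilot-screen positive control compound; some compounds past the cut are filed as inactive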
NR2E3 ag-2 – activates human NR2E3 receptor; Q9Y5X4; CHO-S Gal4-NCOR/VP16-NR2E3 two-hybrid, luciferase; inhibition of corepressor binding, % at 3.98 µM; actives 0.35% (n = 360,000); AID 602229;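 active = inhibition above the mean of all tested compounds plus 3 SD, cut at about 70% in these data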;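 note: 0% = DMSO with NR2E3 transfected cells and 100% = cells lacking NR2E3 construct; higher means lower luciferase signal from less NR2E3 corepressor binding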
TWEAK Fn14 block – blocks TWEAK-Fn14 interaction in a reporter cell assay. TWEAK-stimulated Fn14 reporter cells, luciferase luminescence, 8 h. inhibition, % at 10 µM. actives 2% (n = 360,000); in the data active = inhibition above about 50%
HIF-2a inh – blocks HIF-2a reporter activity; 786-0 RCC cells HIF-2a reporter, luciferase luminescence, overnight; inhibition, % at 18.8 µM; actives 0.72% (n = 360,000);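 active = inhibition of the luminescence signal of 40% or more relative to plate controls, in a single-dose primary screen at 18.75 µM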
TROY signal inh – blocks TROY-dependent signaling in reporter cells; Q293 LMP1-TROYcd NF-kB luciferase reporter, 4 h; inhibition, % at 10 µM; actives 0.98% (n = 360,000); AID 1347056;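 active = compounds whose plate-normalised and pattern-corrected inhibition of the luciferase reporter signal at the single screening dose is 50% or more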
CF NFkB block – cystic fibrosis NF-kB activation inhibition. KKLEB NF-kB-GFP reporter, PAF-induced, GFP fluorescence overnight. inhibition, % at 5 µM. actives 0.86% (n = 360,000). AID 588850;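 active = at least 50% inhibition at 5 µM, scaled per plate between neutral and stimulator controls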;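 note: PAF is a Pseudomonas aeruginosa culture filtrate used as stimulus; plate controls were PAF-stimulated DMSO wells for no effect and unstimulated DMSO wells for full effect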
Peg3 prom inh – inhibitors of Peg3 promoter. HeLa PEG-Prom luciferase reporter, luminescence, overnight. inhibition, % at 20 µM. actives 1.7% (n = 360,000);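 active = inhibition of at least 50% at 20 µM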
The depositor's hits bear a star; ? = inconclusive; . = no result given. The list is partial, so the mix of outcomes need not match the whole.

item	compound	TRAIL sens C8	KKLEB tox	MITF TRPM1 inh	NR2E3 ag-1	Shn3 inh set2	NR2E3 ag-2	TWEAK Fn14 block	HIF-2a inh	TROY signal inh	CF NFkB block	Peg3 prom inh
1	Cc1ccc(Cl)c(OCC(=O)N(C)CC(=O)Nc2ccc(N3CCOCC3)cc2)c1	-5	10	-4	4	7	-16	11	0	-1	-11	7
2	COCCN=c1scc(-c2cccs2)n1/N=C/c1ccc(O)c(O)c1O	25	-6	6	-1	?	-37	39	-6	-63	13	-34
3	COc1cc(OC)c(NC(=S)Nc2cc(Cl)cc(Cl)c2)cc1Cl	13	-2	3	4	8	1	-6	2	18	7	35
4	O=C(O)c1ccc(NCc2nc3ccccc3n2CCOc2ccccc2Cl)cc1	-4	-13	-7	-2	5	-26	-21	-115	-47	15	-14
5	CC(C)(C)CN1CCNC(=O)C1CC(=O)N1CCN(c2ccccc2)CC1 (stereo not drawn)	13	8	-8	0	3	-2	12	10	8	-9	-7
6	C=CCn1c(SCC(=O)NC2CCCC2)nnc1-c1ccccn1	-13	-4	-2	0	0	9	20	4	-2	19	20
7	COc1cc(C(=O)N2CCC(NC(=O)C(Cc3ccc(C(C)C)cc3)NC(C)=O)CC2)cc(OC)c1OC (stereo not drawn)	-8	4	13	-2	6	-1	-10	7	0	-17	-9
8	Cc1ccc(S(=O)(=O)CC(=O)c2ccc(C)c([N+](=O)[O-])c2)cc1	4	2	1	4	-20	9	-6	-14	10	-4	10
9	COc1ccc(C2Nc3ccccc3C(=O)N2NS(=O)(=O)c2ccccc2)c(OC)c1 (stereo not drawn)	-16	-7	-9	0	20	-1	17	-7	-30	-2	0
10	COc1ccc(S(=O)(=O)NCc2ccco2)cc1C(=O)N1CCCCC1	2	6	1	1	-4	-32	13	12	-18	-7	8
11	COc1ccccc1CNC(=O)C1CCC(=O)N(CCCN2CCCC2=O)C1 (stereo not drawn)	1	-8	-16	2	13	4	2	1	-2	7	-3
12	Cc1ccc(S(=O)(=O)N2CCOCC2)cc1NC(=O)COC(=O)Cc1ccccc1	13	1	0	.	-10	-13	15	8	4	-26	6
13	CC(=O)c1cccc(NS(=O)(=O)c2ccc(C(=O)Nc3ccccc3)cc2)c1	20	-21	-7	1	79	75*	26	12	20	20	13
14	Cc1cc(C)c2cc(CN(Cc3cccnc3)C(=O)c3ccc(F)cc3)c(Cl)nc2c1	14	-14	14	2	22	8	-17	6	11	-11	36
15	Cc1nn(CC(=O)Nc2ccc(N(C)C)cc2)c(C)c1[N+](=O)[O-]	0	7	12	-6	6	-10	1	9	-10	-19	-1
16	N#CC(c1ccc(Cl)cc1)c1cccc(Cl)n1 (stereo not drawn)	1	24	-14	2	4	-44	-1	14	-7	-13	8
17	CC(=O)NC12CC3CC(C1)CC(C(=O)OCC(=O)Nc1ncc(Cl)cc1Cl)(C3)C2	9	0	1	1	18	-23	-4	8	-13	3	-1
18	COc1ccc(NC(=O)COC(=O)c2c(C)noc2C)cc1Cl	-19	-4	.	.	-7	-20	17	4	-6	-36	-2
19	CC(c1ccccc1)N(C)C(=O)CSc1nnc(C2CC2)n1C1CC1 (stereo not drawn)	8	18	-6	3	0	-20	10	9	3	0	10
20	COc1cc(OC)cc(C(=O)Nc2ccc(CN3CCCCC3)cc2)c1	2	2	-9	0	-7	0	-8	-3	-7	-4	-8
21	COc1ccc(NS(=O)(=O)c2cc(C(=O)OC(C)C(=O)N3CCOCC3)ccc2Cl)cc1 (stereo not drawn)	0	5	-6	2	7	-32	-6	-1	15	-8	6
22	CCOCCCNC(=S)N1CCCN(c2nc3cc(C)ccc3cc2C#N)CC1	-4	-1	10	-4	-6	-2	2	4	-1	1	18
23	CCC(=O)c1ccccc1OCCCN1CCC(Cc2ccccc2)CC1	-4	-14	-7	-1	16	-3	-9	27	18	-1	28
24	CCN1C(=O)[C@H]2[C@H]3CN=C(SCC(=O)c4ccccc4)N3[C@@](C)(C(=O)OC)[C@H]2C1=O	-4	-8	-9	.	-9	-59	-80	-8	-19	0	-23
25	O=C(O)c1c(Cl)c(Cl)c(Cl)c(Cl)c1C(=O)N1CCCC1	-20	-1	3	-1	-10	-18	-18	1	-25	-1	18

Screen by screen, quoted from above:
TRAIL sens C8, nos. 13 to 16: 20, 14, 0, 1
Shn3 inh set2, nos. 13 to 16: 79, 22, 6, 4
NR2E3 ag-2, nos. 13 to 16: 75*, 8, -10, -44

The listing continues:
item	compound	TRAIL sens C8	KKLEB tox	MITF TRPM1 inh	NR2E3 ag-1	Shn3 inh set2	NR2E3 ag-2	TWEAK Fn14 block	HIF-2a inh	TROY signal inh	CF NFkB block	Peg3 prom inh
26	COc1ccc(C2=NOC(C(=O)NCc3ccc(F)cc3)C2)cc1 (stereo not drawn)	19	-24	27	1	-27	-21	-15	0	30	41	32
27	O=C(c1ccccc1)C(O)(Cc1ccccc1)c1ccccc1 (stereo not drawn)	17	-6	1	2	-12	0	-6	25	2	21	18
28	C#Cc1cccc(C(=O)NC2CCCN(C3Cc4ccccc4C3)C2)c1 (stereo not drawn)	7	-3	14	1	-16	-1	6	13	2	15	11
29	COc1ccc(NC(=O)Nc2ccc(Br)c(C)c2)cc1	36	-6	-61	4	-8	-46	-16	-199	-30	-14	-170
30	O=C(N/N=C/c1cccnc1)c1ccco1	10	5	-3	1	.	-52	-22	-24	-20	-2	-1
31	CCOC(=O)C1CCN(S(=O)(=O)c2c(C)n(C)c(=O)n(C)c2=O)CC1	-6	12	0	3	2	-10	3	5	12	-19	5
32	NC(=O)c1nsc(C(=O)N(Cc2ccco2)C(C(=O)NCc2ccccc2)c2ccc(O)cc2)c1N (stereo not drawn)	12	-16	5	1	1	0	31	12	35	-6	44
33	CCOC(=O)c1c(C)[nH]c(N=Nc2cccc(OC)c2)c1C	17	5	-118	0	-61	-165	-26	-430	-63	-25	-373
34	COc1cc(OC)cc(C(=O)N(Cc2ccco2)c2c(N)n(Cc3ccccc3)c(=O)[nH]c2=O)c1	11	-8	4	.	-8	10	17	2	12	15	8
35	COc1ccc(C(C#N)=Cc2ccc(N(C)CCC#N)cc2)cc1	6	1	.	.	-62	-138	-7	-248	-11	-2	-183
36	CCc1ccc(NC(=O)CCC(=O)c2ccccc2)cc1	13	5	-10	2	-4	-33	-17	-44	-42	-2	6
37	CC(C)[C@H](NC(=O)c1ccccc1Cl)C(=O)OCC(=O)NCc1ccc2c(c1)OCO2	-3	-7	4	.	9	-9	-2	9	-3	-8	-7
38	COc1ccc(NC(=O)c2ccc3snnc3c2)cc1	36	8	-61	-1	.	-94	-4	-233	-51	-2	-208
39	Cc1ccc(Cn2c(S(=O)(=O)O)nc3ccccc32)cc1	3	1	5	-2	-54	-21	-1	14	4	10	-37
40	Cc1ccc(OCC(=O)Nc2c3c(nn2C(C)(C)C)CS(=O)(=O)C3)cc1	-9	-6	8	-1	1	-15	-3	4	-4	9	-3
41	Cc1c(N(C(=O)c2ccccn2)C2(C(=O)NC3CCCC3)CCCCC2)c(=O)n(-c2ccccc2)n1C	-15	-8	1	-1	-9	-16	-8	5	-3	6	6
42	CC(OC(=O)CC1CC2CCC1C2)C(=O)Nc1cccc(S(=O)(=O)N2CCOCC2)c1 (stereo not drawn)	-3	-7	-2	0	-3	-4	-26	7	-29	22	-13
43	Cc1ccc(N2CC(C(=O)Nc3ccc(S(=O)(=O)Nc4ncccn4)cc3)CC2=O)cc1C (stereo not drawn)	1	2	-1	-2	-19	-26	20	7	10	-6	1
44	CN(C)CCN(Cc1ccc(Cl)cc1)c1ccccn1	1	39	-1	4	24	-20	-8	5	-3	-8	-34
45	O=C(CSc1cccc2cccnc12)N1CCCC1	13	6	32	-3	39	40	67*	3	-24	-31	36
46	O=C(c1ccccc1)N1N=C(c2ccccc2)CC1c1cccs1 (stereo not drawn)	38	-10	8	-1	-2	-11	2	7	12	24	20
47	CC(=O)N1CC(C)Sc2ccc(S(=O)(=O)NC3CCCCC3C)cc21 (stereo not drawn)	16	0	6	2	6	21	-5	16	1	6	14
48	Cn1ccnc1SCC(=O)Nc1cc(F)ccc1F	-8	2	-3	0	-8	-12	-3	-3	-15	-7	7
49	Cc1cccc(NC(=O)CN2C(=O)COc3ccc(Cl)cc32)c1	-23	1	-5	1	11	0	4	3	10	-9	19
50	COCCN(C(=O)CSc1nnc2cc(C)c3ccccc3n12)c1c(N)n(Cc2ccccc2)c(=O)[nH]c1=O	-4	-1	15	1	15	8	12	3	4	-7	23
51	CSc1cccc(NC(C)C(=O)NCc2ccccc2)c1 (stereo not drawn)	-36	-4	15	0	5	6	-13	7	8	-7	4
52	S=C(c1ccc(-c2ccccc2)cc1)N1CCOCC1	4	-11	-11	0	26	-27	50	86*	8	2	23
53	Cc1ccc(S(=O)(=O)N2CCC(C(=O)NN3CCCCC3)CC2)cc1	4	2	7	-2	-7	-10	7	7	19	-17	-2

TWEAK Fn14 block: entries above that show a hit.
No. | Structure | MITF TRPM1 inh | NR2E3 ag-1 | Shn3 inh set2 | NR2E3 ag-2 | TWEAK Fn14 block | HIF-2a inh | CF NFkB block | Peg3 prom inh
45 | O=C(CSc1cccc2cccnc12)N1CCCC1 | 32 | -3 | 39 | 40 | 67* | 3 | -31 | 36

Screening results from PubChem BioAssay.
